GPR55 LPI antagonism – GPR55 antagonists blocking LPI-driven arrestin recruitment, primary screen, imaging, U2OS, beta-arrestin-GFP, LPI agonist (AID 2013). G-protein coupled receptor 55 (Homo sapiens). U2OS GPR55 beta-arrestin-GFP translocation imaging, LPI antagonism; higher % means a stronger effect. inhibition, % at 10 µM; hits with a dose series show IC50 in µM. hit rate 0.13% among 290,000;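 active = spots per cell inhibited over 60%, with over 100 cells counted and total cytoplasm intensity under 500,000; inconclusive = wells with under 100 cells, flagged as likely toxic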;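 note: U2OS cells stably carrying GPR55 and arrestin-GFP stimulated by 5 µM LPI near EC80; imaged beta-arrestin-GFP aggregate spots per cell after agonist stimulation; plate controls were LPI-stimulated DMSO wells for no effect and DMSO wells without LPI for full effect; some results filed as inactive read as strong as hits; confirmed hits need IC50 under 10 µM and bright autofluorescent wells are also inconclusive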
MgcRacGAP inhibition – MgcRacGAP GTPase-activating activity inhibitors, confirmation, biochemical, ADP Hunter fluorescence; Rac GTPase-activating protein 1 (Homo sapiens); MgcRacGAP-stimulated Rac1 GTP hydrolysis, ADP Hunter fluorescence; higher % means a stronger effect; GST-tagged Rac1 F28L mutant substrate; inhibition, % at 30 µM; hits with a dose series show IC50 in µM; hit rate 0.6% among 340,000; AID 624330, 2012;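 active = first-screen hits whose inhibition reached a set limit at any dose in the follow-up dose series; inconclusive = inhibition above the set first-screen limit but never retested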;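 note: fluorescence reports GDP produced by GAP-driven GTP hydrolysis; strong numbers were not always called active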
NOD1 inhibition – NOD1 signaling inhibitors, primary screen, cell-based, luminescence, uHTS (AID 1578) | NOD1-driven NF-kB luciferase reporter cells, luminescence; higher % means a stronger effect | inhibition, % at 4 µM; hits with a dose series show EC50 in µM | hit rate 1% among 290,000; in the data active = inhibition mostly above about 36%, no sharp cut-off; inactive = mostly below about 34%;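 note: HEK-293T reporter cells stimulated with the NOD1 agonist gamma-tri-DAP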
KOR beta-arrestin-1 – KOR agonists, beta-arrestin recruitment, primary screen, cell-based, luminescence, uHTS (AID 1777) | Kappa-type opioid receptor (Homo sapiens) | KOR beta-arrestin recruitment, luminescence; higher % means a stronger effect | activation, % at 10 µM, or EC50 in µM where a hit was titrated | hit rate 0.02% among 280,000; in the data active = activation above about 50%, passing the limit was not always enough; note: a part of the inactive calls stands beside numbers as strong as those of hits
GPR55 beta-arrestin – GPR55 agonists via beta-arrestin recruitment, primary screen, imaging, U2OS cells, beta-arrestin-GFP redistribution (AID 1961). hit rate 0.048% among 290,000. U2OS GPR55 beta-arrestin-GFP redistribution imaging; higher % means a stronger effect. G-protein coupled receptor 55 (Homo sapiens). one-dose activation, % at 10 µM; EC50 in µM for titrated hits;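 active = activation above 40% with more than 50 cells counted in the well; inconclusive = wells holding fewer than 50 cells, flagged as toxic or sparse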;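 note: U2OS osteosarcoma cells stably expressing GPR55 and beta-arrestin-GFP; plate controls were DMSO negative control for no effect and LPI positive control for full effect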
KOR beta-arrestin-2 – KOR antagonists, beta-arrestin recruitment, cell-based, luminescence, uHTS (AID 1778); Kappa-type opioid receptor (Homo sapiens); KOR beta-arrestin recruitment, luminescence, antagonist mode; higher % means a stronger effect; one-dose inhibition, % at 10 µM; IC50 in µM for titrated hits; hit rate 0.091% among 290,000; in the data active = inhibition above about 50%; note: strong numbers were not always called active
UTI89 phage lysis – inhibition of K1F phage lysis, E. coli UTI89, bacterial capsule biogenesis inhibitors, alamar blue (AID 488966) | E. coli UTI89 K1F phage lysis, alamar blue, 2 h; higher % means a stronger effect | one-dose inhibition, % at 100 µM; IC50 in µM for titrated hits | hit rate 0.02% among 340,000;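 active = phage lysis inhibition, versus mean bacterial control, above a set limit; inconclusive = no clear call, values can overlap the other calls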;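 note: capsule biogenesis inhibitors block K1F phage lysis so surviving cells raise fluorescence; higher fluorescence means more inhibition of phage lysis; actives were called in the ten point dose series up to 300 µM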
GPR35 arrestin U2OS – GPR35 antagonists blocking zaprinast-driven arrestin recruitment, primary screen, imaging, U2OS, beta-arrestin-GFP, zaprinast agonist (AID 2058); G-protein coupled receptor 35 (Homo sapiens); U2OS GPR35 beta-arrestin-GFP translocation imaging, zaprinast antagonism; higher % means a stronger effect; inhibition, % at 10 µM, or IC50 in µM where a hit was titrated; hit rate 0.052% among 290,000;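 active = inhibition of at least 50% with at least 30 cells and total cytoplasm GFP at most 10,000,000; inconclusive = under 30 cells or total GFP of 10,000,000 plus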
NTR1 ag – agonists of NTR1, primary screen, imaging, U2OS cells, beta-arrestin-GFP, high content (AID 493036) | Neurotensin receptor type 1 (Homo sapiens), P30989 | NTR1-U2OS beta-arrestin-GFP spot imaging, agonist mode | hit rate 0.17% among 330,000 | activation, % at 20 µM;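 active = activation at or above 40% of the spot to cytoplasm intensity ratio, with at least 20 cells analyzed; inconclusive = wells under 20 cells, flagged as cytotoxic or low count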;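 note: 0% = DMSO without peptide and 100% = 100 nM NTR1 peptide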
Target sequence (P30989 whole entry, looked up): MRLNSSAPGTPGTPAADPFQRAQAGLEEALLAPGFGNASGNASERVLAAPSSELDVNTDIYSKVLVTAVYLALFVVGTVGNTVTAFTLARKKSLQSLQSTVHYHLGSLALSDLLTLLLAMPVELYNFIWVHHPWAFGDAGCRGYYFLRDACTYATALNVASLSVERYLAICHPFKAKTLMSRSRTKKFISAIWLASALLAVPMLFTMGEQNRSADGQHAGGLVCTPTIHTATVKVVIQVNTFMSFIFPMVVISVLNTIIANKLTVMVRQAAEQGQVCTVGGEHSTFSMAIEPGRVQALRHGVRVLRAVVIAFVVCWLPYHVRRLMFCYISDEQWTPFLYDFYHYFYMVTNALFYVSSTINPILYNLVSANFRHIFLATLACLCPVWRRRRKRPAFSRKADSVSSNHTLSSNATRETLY
NTR1 ag cell count 20 µM – second read-out of NTR1 ag, no call of its own (marks repeat the call); cell count; measured here: cell count, cytotoxicity flag
* = called active by the depositor; ? = inconclusive; . = not tested or not shown; [ ] = remark or other dose. This is a subset, so the mix of outcomes need not match the whole.

Compound	GPR55 LPI antagonism	MgcRacGAP inhibition	NOD1 inhibition	KOR beta-arrestin-1	GPR55 beta-arrestin	KOR beta-arrestin-2	UTI89 phage lysis	GPR35 arrestin U2OS	NTR1 ag	NTR1 ag cell count 20 µM
Cc1ccc(NC(=O)CCN2CCN(CCO)CC2)cc1Br	20%	8%	3%	2.7%	-0.1%	-13%	9.3%	12%	1.8	54
Cc1ccc(Cl)cc1NC(=O)C1CC(=O)N(C(C)C)C1 (stereo not drawn)	-4%	10%	-5%	-0.1%	-0.3%	-41%[20 µM]	-0.8%	9%	0.4	51
CCCn1c(CN2CCN(c3cccc(Cl)c3)CC2)nc2c1c(=O)n(C)c(=O)n2C	-7%	5%	42%	-0.7%	-0.1%	-21%	1.0%	-7%	10	55
CCOc1cc(C2NC(=O)CCC2[N+](=O)[O-])cc(Br)c1OC (stereo not drawn)	7%	3%	-18%	-1.4%	-0.1%	2%	0.0%	63%	-1.3	93
CCCc1cc(=O)n2nc(N3CCC(C(=O)Nc4c(F)c(F)c(F)c(F)c4F)CC3)sc2n1	10%	10%	-13%	-1.9%	-0.1%	6%	0.1%	2%	1.1	61
COc1ccc2c(c1OC)C(=O)N(c1ccc(O)cc1)C2=O	6%	13%	-31%	0.8%	0.0%	-1%	0.4%	12%	0.0	45
Cc1ccc(-c2c(C(=O)O)c3ccccc3[nH]c2=O)cc1	8%	7%	-16%	4.0%	-0.1%	-7%	1.3%	2%	0.1	78
Cc1ccc2c(c1)C(c1ccccc1)C(=O)O2 (stereo not drawn)	5%	7%	-12%	0.1%	-0.1%	-1%	-0.2%	2%	1.8	60
Cc1ncc(CCl)c2c1OC(C)(C)OC2	15%	7%	17%	-4.0%	-0.4%	1%	0.9%	14%	-4.5	77
O=C1N/C(=N\N=C\c2cccs2)SC1Cc1ccc(Cl)cc1Cl (stereo not drawn)	2%	5%	-24%	-0.4%	-0.1%	4%	2.8%[50 µM]	-15%	2.3	71
CCOC(=O)c1c(C2CC2)csc1NC(=O)COC(=O)c1cnc(Cl)c(Cl)c1	12%	9%	-12%	-1.4%	-0.2%	18%	3.0%	-13%	11	78
O=C(Nc1ccc2nn(-c3ccccc3)nc2c1)c1ccco1	18%	6%	-34%	-5.5%	0.1%	16%	5.8%	-12%	-0.7	96
CN(C)c1ccc(NC(=O)c2ccc(COc3cccc(Cl)c3)o2)cc1	-3%	12%	1%	3.8%	-0.1%	13%	0.5%	-4%	1.9	26
CCCC(=O)NC(c1ccc(Cl)cc1)c1ccc2cccnc2c1O (stereo not drawn)	-4%	16%	0%	-2.8%	0.2%	53%[20 µM]	1.7%	-2%	0.9	51
C=CCC1(Cl)C(=O)C(Cl)=C(N2CCN(C)CC2)C1(OC)OC (stereo not drawn)	8%	17%	-4%	3.5%	-0.1%	-8%	0.2%	3%	0.7	51
CCN(CC)C(=O)CN1C(=O)/C(=C/c2ccccc2)SC1=S	-5%	13%	-4%	-3.1%	-0.3%	34%	0.2%	-12%	0.6	60
O=c1[nH]c(NC2CCN(S(=O)(=O)c3ccccc3C(F)(F)F)CC2)nc2c1CCCC2	-3%	8%	7%	1.3%	-0.1%	-18%	-0.4%	20%	1.9	46
O=C(CNS(=O)(=O)c1ccccc1)OCC(=O)c1ccc(Br)cc1	8%	6%	-19%	-0.6%	-0.2%	-9%	0.2%	1%	0.4	55
COCCN(C(=O)CCC(=O)Nc1nccs1)C(C(=O)NC(C)(C)C)c1ccc(Cl)cc1 (stereo not drawn)	3%	-3%	-28%	.	0.3%	23%[20 µM]	-1.1%	6%	1.7	41
COc1ccc(-c2nnc(SCC(=O)c3ccc(C)o3)o2)cc1	7%	2%	-14%	5.3%	-0.3%	-12%	0.2%	4%	.	.
COc1ccc(C(C)(C)C)cc1NC(=O)c1cc(S(=O)(=O)N(C)C)ccc1N1CCCC1	11%	10%	9%	3.3%	-0.3%	13%	2.0%[50 µM]	-18%	-1.6	55
CC1CN=C(N(C(=O)Nc2ccccc2)c2ccc(F)cc2)S1 (stereo not drawn)	5%	2%	2%	8.3%	0.3%	-32%	-8.0%	-6%	-2.8	73
CSC1CCCCC1(O)CSc1nc2c(cc1C#N)CCCC2 (stereo not drawn)	-2%	-7%	-24%	-5.1%	-0.1%	14%	-0.1%	14%	6.0	39
O=C(COC(=O)COc1ccc(Cl)cc1)Nc1ccc(N2CCOCC2)cc1	5%	9%	-14%	2.1%	-0.6%	-18%	0.5%	-7%	-0.8	52
CC(=O)c1ccc2c(c1)OCCOCCOCCOCCO2	11%	-10%	-11%	0.3%	-0.1%	28%	-2.1%	0%	-0.7	46
Cc1ccccc1NC(=O)CN1C(=O)S/C(=C\c2ccc(-c3cc(C(=O)O)ccc3C)o2)C1=O	6%	14%	-30%	-3.3%	0.2%	-20%[20 µM]	-1.4%	-15%	0.1	73
Cc1ccc(Nc2ccccc2N)cc1	11%	?	60%*	0.3%	-0.1%	-1%[20 µM]	0.8%	-15%	8.1	63
O=C1c2ccccc2C(=O)c2c1cccc2N1CCN(CCO)CC1	7%	12%	.	-1.0%	-0.1%	21%	3.4%	10%	-0.9	60
CCNc1c(NC(=O)C2CCC(C)CC2)c(=O)oc2ccccc12 (stereo not drawn)	-10%	5%	16%	4.2%	-0.2%	-49%	-0.1%	0%	1.5	40
COc1ccc(C(=O)CN2C(=O)NC3(CCCc4ccccc43)C2=O)cc1OC (stereo not drawn)	-4%	-5%	-16%	8.4%	-0.2%	1%	-0.5%	14%	0.3	66
COc1ccccc1OCCCCOc1ccccc1F	11%	1%	-5%	1.7%	-0.1%	23%	0.1%	13%	-0.2	53
COc1ccc(OC)c(/C=N/Nc2nc(C)cc(=O)[nH]2)c1	2%	8%	-2%	0.4%	-0.1%	6%	0.1%	-8%	0.5	73
COCC(=O)N(Cc1cc2cc(OC)ccc2[nH]c1=O)c1ccc(C)cc1	-1%	4%	-12%	4.6%	-0.3%	-12%	0.4%	5%	-0.1	47
Cc1ccc(NC(=O)CS(=O)CC(=O)N(CC(=O)NC2CCCC2)c2cccc(C)c2C)cc1 (stereo not drawn)	-13%	2%	-23%	-5.9%	-0.3%	-6%	0.3%	-5%	0.4	53
CCOC(=O)c1ccc(OCc2nc(-c3cccs3)no2)cc1	-3%	14%	-13%	2.4%	-0.1%	21%	0.2%	13%	0.8	37
Cc1cc(C)cc(N2CC(O)Cn3c2nc2c3c(=O)[nH]c(=O)n2C)c1 (stereo not drawn)	-8%	14%	9%	-1.9%	0.0%	22%	2.2%[50 µM]	-4%	0.1	89
Cn1c(N)c(C(=O)Nc2cccc(Cl)c2)c(=O)n(C)c1=O	2%	.	-4%	-3.2%	-0.1%	-36%	0.3%	-15%	1.7	41
Cc1ccc(F)cc1NC(=O)CSc1ncccn1	3%	0%	-26%	2.3%	-0.3%	22%	0.6%	-12%	0.9	28
O=C(Nc1ccc2snnc2c1)N1CCCCC1	2%	11%	-27%	.	0.7%	-1%[20 µM]	0.1%	-1%	-0.3	94
Cc1[nH]c(=O)c(C#N)cc1-c1ccccc1	12%	8%	-21%	-2.4%	1.9%	-3%	-0.3%	9%	1.2	98
COc1ccc(Nc2nc3cc(C)ccc3cc2C#N)cc1	-17%	10%	-3%	-1.2%	0.2%	-25%[20 µM]	0.4%	2%	-1.0	59
O=C(CCn1c(=O)sc2ccccc21)NC1=NCCS1	-2%	5%	-23%	6.4%	0.5%	0%	0.0%	-12%	1.0	42
COc1ccc(CCNC(=O)c2ccc(NC3=NC4CS(=O)(=O)CC4S3)cc2)cc1OC (stereo not drawn)	10%	-3%	-21%	2.9%	-0.4%	10%	-0.1%	-6%	2.1	58
Cc1nc2ccc(CCO)cc2s1	-7%	7%	-33%	-2.1%	-0.2%	-4%	0.3%	-11%	-0.8	90
COc1ccc(S(=O)(=O)N2CC(C)OC(C)C2)cc1C(=O)N1CCCCC1 (stereo not drawn)	5%	1%	-11%	-1.3%	0.2%	0%	-0.2%	-8%	0.5	61
CC(C)Cc1ccc(C(C)C(=O)Nc2nccs2)cc1 (stereo not drawn)	11%	10%	-3%	4.1%	-0.2%	-31%	2.1%	-18%	1.7	41
Cn1ccnc1Sc1cc(NCCCO)c([N+](=O)[O-])c2nonc12	10%	7%	-37%	-5.4%	0.6%	42%	0.1%	-18%	45*	69*
COc1cc(N)c(C(=O)c2nccc3cc(OC)c(OC)cc23)cc1OC	3%	12%	-2%	-0.3%	0.3%	-76%[20 µM]	0.3%	-8%	0.9	57
COc1ccc(-c2[nH]ncc2/C=C(/C#N)C(=O)NC2CCCCC2)cc1	6%	-4%	22%	-0.7%	-0.1%	-14%	-0.5%	-6%	-1.1	60
O=c1n(Cc2ccccc2F)c2ccccc2n1Cc1ccccc1F	9%	13%	12%	5.2%	-0.1%	-40%	2.7%	9%	-0.6	47
COc1ccc(Cn2cc(C(=O)c3ccccc3)c(=O)c3cc(OC)ccc32)cc1	7%	-11%	-13%	0.6%	0.8%	-1%	1.0%	2%	-0.6	64
CCOC(=O)C1CCCN(c2c(N3CCc4ccccc4C3)c(=O)c2=O)C1 (stereo not drawn)	4%	.	-6%	-4.6%	-0.2%	-4%	.	2%	.	.
O=C(O)CCn1c(-c2ccccc2)cc2ccccc21	10%	-4%	25%	.	-0.1%	-9%[20 µM]	0.5%	7%	-0.7	79
O=C1NC(=O)/C(=C\c2ccc(OCc3cccc(C(=O)O)c3)c(Cl)c2)N1	8%	10%	-17%	0.5%	-0.2%	-11%	-0.9%	5%	0.5	97
O=C(NCc1ccccc1)c1c(O)c2cccc3c2n(c1=O)CCC3	-18%	14%	19%	7.8%	0.2%	-3%	1.3%	-7%	11	46
CCOC(=O)c1c(NC(=O)COc2ccccc2C#N)sc2c1CC(C)(C)NC2(C)C	17%	3%	-2%	-1.7%	-0.2%	-20%	0.0%	-8%	-2.1	5
COc1ccc(CCNC(=O)c2ccc(N3CCCC3=O)cc2)cc1	3%	11%	-22%	3.9%	0.0%	-26%	1.4%	6%	4.0	39

Compound activity as filed in PubChem.
